Compound activity (PubChem)
GluA2 TARP mod: GluA2-stargazin AMPA receptor complex modulation. HEK293 GluA2+stargazin, membrane potential dye (FDSS), glutamate EC50; hits were called plate by plate, in both directions. 40,000 compounds, 3.5% hits. calls only at 30 µM;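 active = any of four per-well response measures lying three or more SD from its plate-wide compound average, in either direction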
GluA2 TARP mod agonism max-min: further read-out of GluA2 TARP mod, marked with its call; compound max-min signal; compound-alone response (agonism);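 unitless range of fluorescence divided by baseline over first 100 seconds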
GluA2 TARP mod glutamate slope: also measured in GluA2 TARP mod; calls as there; glutamate slope, % of max; measured here: glutamate response slope, % max;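 scaled per plate between vehicle wells and maximal 1 mM glutamate control wells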
Active calls of the source: *; i = inactive; + = active, no number; & = joins results of further samples. Only part of the results is shown; rates above refer to the full screens.

| GluA2 TARP mod | SMILES | GluA2 TARP mod agonism max-min | GluA2 TARP mod glutamate slope |
| --- | --- | --- | --- |
| i | C#CCn1c(C2CC(=O)N(c3ccc(C)c(Cl)c3)C2)nc2ccccc21 (centres undefined) | 0.072 | 74 |
| i | COc1ccc(OC)c(S(=O)(=O)NCCCn2nc(-c3ccncc3)ccc2=O)c1 | 0.022 | 30 |
| i | CCn1c(C)nc2cc(C(=O)NNC(=O)NC3CCCCC3)ccc21 | 0.1 | 51 |
| i | Cc1ccccc1-n1c(=S)sc2c(=O)[nH]c(SCC(=O)NCc3ccco3)nc21 | 0.067 | 53 |
| i | CC(C)c1nnc(C2CCN(CC(=O)Nc3ccccc3F)CC2)o1 | 0.076 | 59 |
| i | Cc1nc(-n2cccc2)sc1C(=O)NCCn1nc(C(F)(F)F)n(C)c1=O | 0.1 | 61 |
| i | CC(=O)c1cccc(NC(=O)C2OC3OC(C)(C)OC3C3OC(C)(C)OC23)c1 (centres undefined) | 0.034 | 40 |
| i | COc1ccc(N2CCN(Cc3nc4c(c(=O)n(C)c(=O)n4C)n3CC(=O)C(C)(C)C)CC2)cc1 | 0.1 | 52 |
| + | COc1ccc(Cl)cc1NC(=O)NCC(O)Cc1ccccc1 (centres undefined) | 0.24* | 50* |
| i | Cn1nc(CNC(=O)Nc2ccccc2Cl)c2ccccc2c1=O | 0.16 | 55 |
| i | CS(=O)(=O)c1ccc(Nc2nc(CC(=O)Nc3ccc4c(c3)OCO4)cs2)cc1 | 0.13 | 71 |
| i | COc1ccc(-n2nnc(C(=O)NC(C)C)c2C(C)C)cc1 | 0.12 | 61 |
| i | CCOc1cc(-c2cc(C(=O)O)c3[nH]c(C)nc3n2)ccc1O | 0.079 | 47 |
| i | CS(=O)(=O)c1ccc(Nc2nc(CC(=O)Nc3ccc(Cl)cc3)cs2)cc1 | 0.11 | 56 |
| i | O=C(NCC(c1cccs1)N1CCOCC1)c1ccc2ccccc2c1 (centres undefined) | 0.039 | 47 |
| i | O=C(NC1CC1)c1ccc(CSc2nc(-c3cccc(Br)c3)cs2)o1 | 0.11 | 53 |
| i | CCc1ccc(S(=O)(=O)Nc2ccc(CC(=O)N3CCOCC3)cc2)s1 | 0.11 | 64 |
| i | COc1cc(NS(=O)(=O)c2ccc(F)cc2)ccc1N1CCCCC1=O | 0.046 | 45 |
| i | CC(=O)N1C(=O)C(=C2C=C(C)OC(C)=C2)c2ccccc21 | 0.074 | 37 |
| i | OC(COCCOc1ccc(Cl)cc1)CN1CCN(Cc2ccccc2)CC1 (centres undefined) | 0.054 | 52 |

The closing 3 compounds of the part before open the next one:
| GluA2 TARP mod | SMILES | GluA2 TARP mod agonism max-min | GluA2 TARP mod glutamate slope |
| --- | --- | --- | --- |
| i | COc1cc(NS(=O)(=O)c2ccc(F)cc2)ccc1N1CCCCC1=O | 0.046 | 45 |
| i | CC(=O)N1C(=O)C(=C2C=C(C)OC(C)=C2)c2ccccc21 | 0.074 | 37 |
| i | OC(COCCOc1ccc(Cl)cc1)CN1CCN(Cc2ccccc2)CC1 (centres undefined) | 0.054 | 52 |
| i | CCOC(=O)C1CCN(C(=O)Nc2cccs2)CC1 | 0.038 | 47 |
| i | CCc1ccc(NC(=O)CSc2nnc(-c3cn(C)nc3OC)n2C)cc1 | 0.086 | 63 |
| i | CN(C)C(CNC(=O)NC1CCCCC1)c1cccs1 (centres undefined) | 0.03 | 45 |
| i | O=C(CCn1nc(-c2ccc(Cl)cc2)c2ccccc2c1=O)N1CCOCC1 | 0.041 | 51 |
| i | C/C=C/Cn1c(=O)c2c(nc3n2CCCN3c2cc(OC)ccc2OC)n(C)c1=O | 0.07 | 55 |
| i | COc1ccc(C(=O)/C=C/c2ccc(Cl)cc2)c(O)c1 | 0.094 | 57 |
| i | O=C(Nc1cccc(C(F)(F)F)c1)N1CCN(c2ccc(-n3cccc3)nn2)CC1 | 0.11 | 67 |
| i | CCN(CC)S(=O)(=O)c1ccc(C)c(N(C)S(=O)(=O)c2ccc(C)cc2)c1C | 0.038 | 55 |
| i | COCCNc1oc2c(c1-c1ccccc1)c(=O)oc1c(C)cccc12 | 0.16 | 56 |
| i | CCCOc1ccc(S(=O)(=O)Nc2ccc3c(c2)N(C(=O)C(C)(C)C)CC3)cc1 | 0.038 | 77 |
| i | CNC(=O)Cc1ccc(NC(=O)Cc2ccc(OC)c(OC)c2)cc1 | 0.11 | 57 |
| i | Cc1c(C(=O)NCC(C)C)c(C(F)(F)F)nn1C1CCCN(C(C)C)C1 (centres undefined) | 0.14 | 83 |
| i | CS(=O)(=O)c1ccc(CC(=O)Nc2nc(-c3ccc4c(c3)OCO4)cs2)cc1 | 0.1 | 63 |
| i | COc1ccc(C(=O)Nc2nnc(-c3ccccc3OC)o2)cc1 | 0.15 | 65 |
| i | O=C(NCC1CCCO1)C(=O)Nc1c2c(nn1-c1ccc(Cl)cc1)CSC2 (centres undefined) | 0.042 | 59 |
| i | CC(C)c1cc(=O)[nH]c(-n2nc(C3CC3)cc2NC(=O)c2ccc(C(C)(C)C)cc2)n1 | 0.096 | 67 |
| i | Cc1ccc(C(C)C)c(OCCNC2CCCC2)c1 | 0.081 | 41 |
| i | CN(C)CCN(C(=O)CCCS(=O)(=O)c1ccc(F)cc1)c1nc2c(F)cccc2s1 | 0.13 | 53 |
| i | CC(C)(C)NC(=O)NCCc1ccsc1 | 0.024 | 35 |
| i | O=C(c1ccc(Cl)c([N+](=O)[O-])c1)N1CCN(c2ccc(N3CCN(CCO)CC3)nn2)CC1 | 0.096 | 45 |

Profiles, looked up by structure:
`CN(C)CCN(C(=O)CCCS(=O)(=O)c1ccc(F)cc1)c1nc2c(F)cccc2s1` is listed as GluA2 TARP mod: i; GluA2 TARP mod agonism max-min: 0.13; GluA2 TARP mod glutamate slope: 53
`COCCNc1oc2c(c1-c1ccccc1)c(=O)oc1c(C)cccc12` is listed as GluA2 TARP mod: i; GluA2 TARP mod agonism max-min: 0.16; GluA2 TARP mod glutamate slope: 56
`Cn1nc(CNC(=O)Nc2ccccc2Cl)c2ccccc2c1=O` is listed as GluA2 TARP mod: i; GluA2 TARP mod agonism max-min: 0.16; GluA2 TARP mod glutamate slope: 55

(listing goes on)
| GluA2 TARP mod | SMILES | GluA2 TARP mod agonism max-min | GluA2 TARP mod glutamate slope |
| --- | --- | --- | --- |
| i | NC(=O)CSc1nc(-c2ccccc2)c(NC(=O)C23CC4CC(CC(C4)C2)C3)s1 | 0.091 | 44 |
| i | Cc1nnc2ccc(-c3cccc(NC(=O)Cc4cccc5ccccc45)c3)nn12 | 0.093 | 53 |
| i | O=S(=O)(NCC(O)(c1cccs1)C1CC1)c1cc(Cl)ccc1Cl (centres undefined) | 0.2 | 25 |
| i | CCOc1ccc(NC(=O)CSC2=NC(C)(C)Nc3ccccc32)cc1 | 0.15 | 56 |
| i | O=C(N1CCC(c2cccs2)CC1)C1(c2ccc(F)cc2)CC1 | 0.047 | 81 |
| i | COc1ccc(C)cc1NC(=O)NCCCn1nc(-c2ccccc2)ccc1=O | 0.09 | 57 |
| i | Cc1ccccc1NC(=O)NCC1CCN(C(=O)c2cc3ccccc3o2)CC1 | 0.055 | 25 |
| i | COCCn1c(=O)c2c(nc3n2CC(C)CN3c2cccc(OC)c2)n(C)c1=O (centres undefined) | 0.11 | 69 |
| i | O=C(c1ccc(-n2cccc2)cc1)N1CCN(Cc2nc(-c3ccc(F)cc3)cs2)CC1 | 0.15 | 63 |
| i | COCCCn1c(NC(=O)Nc2ccc(Cl)cc2)c2ccccc2nc1=O | 0.047 | 60 |
| i | Cc1ccccc1-c1ccc(N2CCN(C(=O)CSc3nnnn3C)CC2)nn1 | 0.033 | 26 |
| i | Cc1cc(C)n(-c2cc(N3CCCC(C(=O)N4CCN(S(C)(=O)=O)CC4)C3)ncn2)n1 (centres undefined) | 0.097 | 63 |
| i | CCNS(=O)(=O)c1ccc(OC)c(C(C)(C)C)c1 | 0.072 | 49 |
| i | COC1CCN(S(=O)(=O)c2c(F)cccc2F)CC1 | 0.074 | 61 |
| i | Cc1nc(C)n(C(C)CC(=O)O)n1 (centres undefined) | 0.093 | 52 |
| i | CCOC(=O)CCn1c(=O)c2c(nc3n(C4CCCCC4)c(C)c(C)n23)n(C)c1=O | 0.13 | 75 |
| i | CCCCn1c(-n2nc(C)c(C)c2C)nc2c1c(=O)n(CCN1CCOCC1)c(=O)n2C | 0.037 | 29 |
| i | Cc1ccc2c(c1)NC(SCC(=O)NCc1ccc(Cl)cc1)=NS2(=O)=O | 0.047 | 48 |
| i | COc1cc(/C=C2\SC(=S)N(c3ccc(O)c(C(=O)O)c3)C2=O)ccc1O | 0.043 | 60 |
| i | COC(=O)c1ccc(C(=O)NCC2CCN(C(=O)c3snnc3C)CC2)cc1 | 0.055 | 43 |
| i | COc1ccc(NC(=O)c2cc(Cl)ccc2Cl)cc1N1CCCCC1=O | 0.038 | 42 |
| i | CCCNS(=O)(=O)c1cc2c3c(c1)CCC(=O)N3CCC2 | 0.075 | 50 |
| i | Cc1ccc(NCCNC(=O)c2ccc(Br)o2)nn1 | 0.14 | 56 |
| i | Cc1ccc(NC(=O)c2sccc2N(C)S(=O)(=O)c2ccccc2)cc1F | 0.12&0.081 | 32&98 |
| i | Cn1nnc2c(SCC(=O)Nc3ccccc3F)ncnc21 | 0.099 | 52 |
| i | CC(=O)Cn1c(=O)c2c(nc3n(-c4cc(C)cc(C)c4)c(C)cn23)n(C)c1=O | 0.071 | 65 |
| i | CC1CN(CC(=O)Nc2ccc3c(c2)OCCO3)CC(C)O1 (centres undefined) | 0.091 | 67 |
| i | CCOC(=O)c1ccsc1NC(=O)C1CCN(S(=O)(=O)c2ccc(C)cc2)CC1 | 0.099 | 60 |
| i | COc1cccc(N2CC(c3nc4ccccc4n3Cc3ccccc3)CC2=O)c1 (centres undefined) | 0.19 | 72 |
| i | COc1ccc(Cl)cc1NC(=O)Nc1ccc2c(c1)CCC(=O)N2C | 0.1 | 64 |
| i | COc1ccc(-c2cc(CC(=O)N3CCOCC3)no2)cc1 | 0.075 | 49 |
| i | CC(=O)c1sc(NC(=O)c2ccno2)nc1-c1ccccc1 | 0.14 | 58 |
| i | COCCNC(=O)C(=O)NCC1CCN(C(=O)c2ccncc2)CC1 | 0.087 | 61 |
| i | Cc1ccc(-c2nc(N3CCOCC3)sc2C(=O)NCC2CCCO2)cc1 (centres undefined) | 0.038 | 49 |
| i | O=C(NCc1ccc2c(c1)OCO2)C(=O)NCC1CCN(Cc2cccs2)CC1 | 0.046 | 60 |
| i | O=[N+]([O-])c1cccc(CSc2nnc(-c3ccncc3)o2)c1 | 0.061 | 47 |
| i | COc1ccc(C)cc1S(=O)(=O)Nc1ccc2c(c1)N(C(=O)C(C)(C)C)CC2 | 0.068 | 64 |
| i | COc1ccc(-c2noc(C3CC(=O)N(c4ccc(C)cc4)C3)n2)cc1OC (centres undefined) | 0.11 | 63 |
| i | CCCCN(C)C(=O)C(=O)c1c[nH]c2ccccc12 | 0.15 | 61 |
| i | CS(=O)(=O)N1CCC(CNC(=O)c2c(F)cccc2Cl)CC1 | 0.052 | 40 |
| i | CN1CCN(c2nc3c(c(=O)[nH]c(=O)n3C)n2CC(=O)c2ccc(Br)cc2)CC1 | 0.079 | 51 |
| i | Nc1ccc(C2CC(=O)NC(=O)N2)cc1 (centres undefined) | 0.033 | 53 |
| i | O=C(NCc1ccc2c(c1)OCO2)C1CN(c2nc3c(C(F)(F)F)cccc3s2)C1 | 0.12 | 60 |
| i | COc1ccc(C(=O)CSc2c(C)cnc3c2c(=O)n(C)c(=O)n3C)cc1 | 0.056 | 47 |
| i | CN1CCCc2cc(C(CNS(=O)(=O)c3cc(F)ccc3F)N3CCOCC3)ccc21 (centres undefined) | 0.064 | 45 |
| i | O=C(Cn1c(C2CC(=O)N(Cc3ccc(F)cc3)C2)nc2ccccc21)N1CCCCC1 (centres undefined) | 0.06 | 56 |
| i | Cc1ccc(N2CCCS2(=O)=O)cc1NC(=O)CC(C)C | 0.062 | 51 |
| i | O=C(NCCN1CCN(C(=O)c2ccsc2)CC1)c1cccs1 | 0.12 | 51 |
| i | COc1cccc(-c2nnc3ccc(OCCNC(=O)CC4CCCC4)nn23)c1 | 0.12 | 73 |
| i | Cc1cc(-c2nnc(SCc3nc4ccccc4c(=O)[nH]3)o2)c(C)o1 | 0.11 | 61 |
| i | CCN(CC)C(=O)CSc1nnc(-c2cn(C)nc2OC)n1CC | 0.052 | 28 |
| i | COc1cc(Cl)c(C)cc1NC(=O)Cn1nc(SC)c(-c2nc(-c3ccccc3)no2)c1N | 0.062 | 72 |
| i | CNC(=O)Cc1ccc(NC(=O)CCCc2ccccc2)cc1 | 0.087 | 62 |
| i | COc1ccc(SCCC(=O)Nc2ccccc2-c2nc3ccccc3s2)cc1 | 0.12 | 60 |
| i | CN(C)C(=O)CSc1nnc2c(=O)n(Cc3ccc(F)cc3)ccn12 | 0.051 | 51 |
| i | Cc1onc(-c2ccccc2Cl)c1C(=O)Nc1ccc(CC(=O)NCc2cccs2)cc1 | 0.08 | 47 |
| i | O=C(NCC1CCN(C(=O)c2cc3ccccc3o2)CC1)c1cc(Cl)ccc1Cl | 0.037 | 38 |
| i | COc1ccccc1-n1nnc(C(=O)Nc2ccc(S(N)(=O)=O)cc2)c1C | 0.022 | 46 |
| i | Cc1cc(C)cc(-n2c(C)c(C)n3c4c(=O)n(CC(N)=O)c(=O)n(C)c4nc23)c1 | 0.11 | 63 |
| i | O=C(Nc1cccc(N2CCCCC2=O)c1)C1c2ccccc2Oc2ccccc21 | 0.093 | 54 |
| i | O=C(O)C1CCCCC1C(=O)Nc1ccc(S(=O)(=O)N2CCCC2)cc1 (centres undefined) | 0.026 | 42 |
| i | COc1ccc(S(=O)(=O)Nc2ccc3c(c2)N(S(=O)(=O)c2ccccc2)CCC3)cc1C | 0.096 | 80 |
| i | CCOc1ccc2nc(NC(=O)c3ccc(S(=O)(=O)N(C)Cc4ccco4)cc3)sc2c1 | 0.057 | 43 |
